# OXTR agonist: human OXTR agonists, primary screen, fluorescence, CHO-OTR cells, Fluo-8 calcium; Oxytocin receptor (Homo sapiens), P30559; Fluo-8 calcium fluorescence; normalized: DMSO 0%, oxytocin 100%; activation, % at 3 µM; actives 0.32% (n = 320,000); AID 2435, 2010;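 active = activation above the mean of all tested compounds plus 3 SD, cutoff set per screening run, cut at about 20% in these data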;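 note: peak over basal fluorescence ratio from a 100 s FLIPR kinetic read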
# GPR7 antagonist: GPR7 receptor antagonists, primary screen, cell-based, fluorescence, single concentration | inhibition, % at 4.4 µM | GPR7-expressing cells, fluorescence antagonist assay | actives 1.1% (n = 290,000) | Neuropeptides B/W receptor type 1 (Homo sapiens), P48145; in the data active = inhibition above about 16%, passing the limit was not always enough;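 note: cells stimulated with the agonist NPW; 0% = agonist with vehicle and 100% = vehicle without agonist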
# Target sequence (P48145 whole entry, looked up): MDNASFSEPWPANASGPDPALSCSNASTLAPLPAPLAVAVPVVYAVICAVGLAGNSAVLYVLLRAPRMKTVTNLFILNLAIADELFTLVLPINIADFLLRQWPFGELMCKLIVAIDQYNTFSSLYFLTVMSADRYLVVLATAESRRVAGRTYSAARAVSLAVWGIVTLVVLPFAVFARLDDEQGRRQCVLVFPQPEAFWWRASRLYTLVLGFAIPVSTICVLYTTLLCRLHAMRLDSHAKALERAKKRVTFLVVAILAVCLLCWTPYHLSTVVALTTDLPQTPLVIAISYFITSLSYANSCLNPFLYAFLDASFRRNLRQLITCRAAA
# CHO parental Ca: ATP-evoked calcium signal inhibitors, parental CHO, primary screen, counter-screen for OX1R antagonist project, cell-based, fluorescence, Fluo-8 calcium dye; parental CHO-K1, ATP-induced calcium, Fluo-8 fluorescence; inhibition, % at 5.6 µM; actives 0.63% (n = 330,000); AID 463079, 2010;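 active = inhibition above that plate's mean sample inhibition plus 3 SD, cut at about 26% in these data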;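 note: 0% = ATP-challenged DMSO wells and 100% = DMSO wells without ATP; some compounds past the cut are filed as inactive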
#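 Test system: parental CHO cells; detection: calcium-sensitive Fluo-8 fluorescence; evaluation: percent inhibition of calcium signal; also added: ATP as calcium-mobilizing challenge; repeats: one well per compound; control set: ATP-challenged DMSO wells low, unchallenged DMSO wells high; compound: single nominal dose of 5.6 µM per compound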
# V1R ag counter: agonists of human V1a receptor, primary screen, counter-screen for OXTR agonist project, fluorescence, CHO-V1R cells. Vasopressin V1a receptor (Homo sapiens), P37288. Fluo-8 calcium fluorescence, agonist mode; 0% DMSO, 100% 3 nM vasopressin. activation, % at 3 µM. actives 0.25% (n = 320,000). AID 2797, 2010;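 active = activation above the mean activation of all tested compounds plus 3 SD, per screening run, cut at about 20% in these data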;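 note: signal is peak over basal fluorescence ratio across a 100 second FLIPR read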
# Target sequence (P37288 whole entry, looked up): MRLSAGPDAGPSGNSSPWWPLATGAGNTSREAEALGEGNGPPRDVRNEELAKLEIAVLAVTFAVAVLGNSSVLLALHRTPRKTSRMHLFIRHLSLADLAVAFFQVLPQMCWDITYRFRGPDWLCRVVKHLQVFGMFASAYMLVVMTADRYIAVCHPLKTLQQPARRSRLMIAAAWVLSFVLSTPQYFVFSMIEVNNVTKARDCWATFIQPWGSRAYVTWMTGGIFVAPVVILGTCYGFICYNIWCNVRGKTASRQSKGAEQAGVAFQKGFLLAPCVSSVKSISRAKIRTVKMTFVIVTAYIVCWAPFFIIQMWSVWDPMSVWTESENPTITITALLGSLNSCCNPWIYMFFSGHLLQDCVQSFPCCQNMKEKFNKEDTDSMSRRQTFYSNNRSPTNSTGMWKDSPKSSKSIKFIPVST
# TAAR1 antagonist: human TAAR1 antagonists, primary screen, Fluo-8 calcium fluorescence, CHO RD-HGA16 cells. antagonist. actives 1.5% (n = 360,000). AID 624466, 2012. inhibition, % at 3 µM;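 active = inhibition above a per-plate cutoff, the mean inhibition of test compounds on that plate plus 3 SD, cut at about 49% in these data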;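 note: 0% = DMSO plus EC80 beta-PEA response and 100% = DMSO alone without agonist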
# Target sequence (Q96RJ0 whole entry, looked up): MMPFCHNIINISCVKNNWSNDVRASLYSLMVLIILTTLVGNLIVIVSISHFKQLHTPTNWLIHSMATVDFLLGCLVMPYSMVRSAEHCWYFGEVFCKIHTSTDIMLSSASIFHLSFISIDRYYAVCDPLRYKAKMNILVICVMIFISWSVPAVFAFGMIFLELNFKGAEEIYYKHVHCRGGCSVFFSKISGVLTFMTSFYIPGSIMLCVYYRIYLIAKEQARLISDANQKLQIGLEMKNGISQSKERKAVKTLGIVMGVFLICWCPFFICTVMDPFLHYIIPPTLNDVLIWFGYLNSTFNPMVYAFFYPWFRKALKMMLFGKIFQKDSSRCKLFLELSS
#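 Test system – hTAAR1-expressing CHO RD-HGA16 cells, Gα16-coupled · Reagent – β-PEA at EC80 concentration, post-compound challenge · Compound dosing – 3 µM, single point · Timing – 140 s kinetic read after compound, 140 s after agonist · Detection – Fluo-8 intracellular calcium dye fluorescence, real-time kinetic reads · Control set – DMSO and EC80 PEA controls · Repeats – n of 1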
# M1 PAM parental: nonselective calcium activators in parental CHO-K1 cells, primary screen, counter-screen for M1 PAM project, cell-based, Fluo-8 calcium fluorescence, full deck, 1536-well; AID 602247, 2012; actives 0.02% (n = 360,000); ATP EC20; 0% at ATP EC20, 100% at ATP max; activation, % at 3 µM;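 active = activation above the run cutoff, the mean activation of all test compounds plus 3 SD, cut at about 40% in these data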;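 note: peak over basal fluorescence ratio in a 140 s read after ATP addition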
# M1 ag parental: counter-screen for M1 agonists: effect in parental CHO-K1 cells; Fluo-8 calcium fluorescence; scaled to maximal ATP response, vehicle zero; activation, % at 3 µM; AID 602248, 2012; actives 0.48% (n = 360,000); in the data active = activation above about 15%;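 note: untransfected CHO-K1 host cells lacking M1 receptor as counterscreen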
# CHO-K1 Ca antag: M1 antagonist counterscreen hit in parental CHO-K1 cells; inhibition, % at 3 µM; AID 602250; actives 0.6% (n = 360,000); ATP-induced calcium, Fluo-8 fluorescence;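 active = inhibition above a per-plate cutoff, the plate's mean sample inhibition plus 3 SD, cut at about 24% in these data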;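 note: 0% = DMSO plus EC80 ATP and 100% = DMSO alone without ATP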
# OXTR potentiate: human OXTR potentiators, primary screen, fluorescence, CHO-OTR cells, Fluo-8 calcium. Oxytocin receptor (Homo sapiens), P30559. Fluo-8 calcium fluorescence, potentiator mode; 0% = oxytocin EC15, 100% = EC100. activation, % at 3 µM. actives 0.061% (n = 320,000). AID 2445, 2010;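 active = activation above that plate's cutoff, the mean activation of tested compounds plus 3 SD, cut at about 6.6% in these data, passing the limit was not always enough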;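 note: 100% uses oxytocin at 75 nM as the full agonist control; some results filed as inactive read as strong as hits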
#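 System: human OTR in CHO cells / Also added: sub-maximal oxytocin, roughly EC15 / Control set: EC15 oxytocin low, 75 nM oxytocin high / Schedule: 6 min compound pre-incubation at room temperature, 100 s kinetic read / Compound: single-point 3.0 µM / Replication: singlicate / Technique: Fluo-8 calcium dye fluorescence / Read-out basis: % activation of max/min ratio relative to oxytocin controls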
# Numbers without * were called inactive; · = not tested or not shown.
SMILES,OXTR agonist,GPR7 antagonist,CHO parental Ca,V1R ag counter,TAAR1 antagonist,M1 PAM parental,M1 ag parental,CHO-K1 Ca antag,OXTR potentiate
CCN(CC)C(=O)c1cc2c(=O)c3cc(Cl)ccc3oc2nc1C,-0.6,-7,-3,1.3,12,4,0.1,3,-23
O=C(CSc1nc2[nH]ncc2c(=O)[nH]1)NCc1ccc(F)cc1,1.0,-7,-2,1.0,-16,-6,0.0,4,-3
CC(=O)c1c(C)[nH]c(C(=O)NNC(=O)c2ccc(Br)cc2)c1C,0.7,·,-9,0.1,-22,5,1.8,-11,-3
Cc1c(-c2ccccc2)oc2c(C(=O)OCC(=O)Nc3cccc(F)c3)cccc2c1=O,-0.3,-6,-21,1.0,63*,4,2.9,-2,-8
CC1c2[nH]c3ccccc3c2CCN1C(=O)Nc1ccccc1 (stereo unspecified),2.8,22,-2,3.6,26,1,0.9,8,-15
O=C1CN(C(=O)CSc2nnnn2-c2ccc(Cl)cc2)c2ccccc2N1,2.5,-10,-6,4.3,5,-11,1.8,2,-5
COC(C[C@H]1O[C@H]1[C@H](O)COCc1ccccc1)OC,·,·,·,·,18,-16,-0.7,11,·
COc1cc(C(=O)N(C)CC2CCN(CCc3cccc(C(F)(F)F)c3)CC2)ccc1C,-2.1,-8,-26,3.0,10,1,1.5,-8,-4
Cc1cc(C)c(C)c(S(=O)(=O)N[C@@H](C)C(=O)OCc2cc(=O)n3cc(Br)ccc3n2)c1C,-1.3,-13,-23,-0.8,-1,8,1.7,2,-4
COc1cc2sc(-c3ccccc3OC)c(-c3ccc(O)cc3)c2cc1OC,-0.2,·,3,0.0,19,3,0.6,-23,-8
Cc1ccc(OC(=O)COc2ccccc2C)c(-n2nc3ccccc3n2)c1,1.6,-6,-17,1.2,9,10,0.1,-13,-4
CCc1cc2c(=O)n(-c3ccccc3)cnc2s1,-1.9,-5,-18,3.5,-12,16,0.3,-10,-10
O=C(c1cccnc1)N1CCc2ccccc21,-1.1,4,-9,0.1,12,27,-0.5,-16,-2
C[C@H](CO)N1C[C@H](C)[C@@H](CN(C)S(C)(=O)=O)Oc2c(NC(=O)C3CCCCC3)cccc2C1=O,1.5,·,-10,-0.1,9,21,0.2,-20,1
CCSc1nnc(NC(=O)CSc2nnc(-c3c[nH]c4ccccc34)n2CC)s1,-1.3,-8,-19,0.3,-3,18,0.7,-13,-9
C/C(=C\c1ccccc1)CN1CCN(C(C)C)C(CCO)C1 (stereo unspecified),0.1,-14,-12,0.2,-2,25,1.1,-8,3
CCOC(=O)CNC(=O)CNC(=O)c1ccc(OC)cc1,1.1,-3,-17,1.0,-10,0,-0.1,1,6
CCOc1cc(C(=O)N(Cc2ccccc2)c2ccc(C)cc2)ccc1OCC(=O)N1CCOCC1,·,·,·,·,-12,-8,0.3,-5,·
CCN(Cc1ccncc1)C(=O)c1cccs1,1.4,-12,-6,0.5,-16,-3,-0.1,-1,-2
COc1ccc(-n2c(C)cc(/C=C3\C(=N)N4N=C(CC(=O)N5CCOCC5)SC4=NC3=O)c2C)cc1,-0.6,32*,-16,0.7,-7,-5,0.9,-5,-6
COc1ccccc1N(C)S(=O)(=O)c1ccc(C(=O)Nc2ccc(N3CCOCC3)cc2)cc1,4.3,2,-2,5.3,32,12,4.8,-6,-8
Cn1c(SCc2ccc(Br)cc2)nnc1-c1ccncc1,0.8,-7,-4,0.3,-6,21,0.8,-26,-7
CC1=C(C(=O)N(C)C)CC(CC(=O)NCCc2ccccn2)C(=O)N1Cc1ccccc1 (stereo unspecified),·,·,·,·,-13,25,0.7,-21,·
N#Cc1cccc(-n2c(-c3ccccc3)nnc2-c2ccccc2)c1C#N,-0.6,1,-16,0.6,37,19,4.0,-12,-10
Cc1c[n+](CC(=O)c2ccccc2)c(C)cn1,-0.5,-19,-3,0.9,5,2,0.5,-14,0

# (cont.)
SMILES,OXTR agonist,GPR7 antagonist,CHO parental Ca,V1R ag counter,TAAR1 antagonist,M1 PAM parental,M1 ag parental,CHO-K1 Ca antag,OXTR potentiate
COc1ccc(-c2csc(NC(=O)CCNC(=O)c3ccco3)n2)cc1,·,·,·,·,-13,-13,0.2,9,·
CC(C)(C)c1ccc(C(=O)Nn2c(CCC(=O)O)ccc2-c2cccs2)cc1,-0.8,10,-7,0.2,0,-8,1.3,5,1
COc1ccc(/C=C2\SC(=S)N(CC(=O)NC3C=CS(=O)(=O)C3)C2=O)cc1 (stereo unspecified),0.6,0,0,1.4,-6,-9,-0.3,22,-2
COC(=O)N1CCCc2cc(C)ccc21,0.1,-14,-9,0.0,-39,6,0.3,-8,-5
CCn1c(=O)c(C(=O)NC(C)c2ccccc2)c(O)c2ccccc21 (stereo unspecified),·,-42,·,·,-20,25,0.8,-14,·
COC(=O)c1oc2ccc(Br)cc2c1NC(=O)CN1CCN(C)CC1,7.7,3,-16,3.3,-3,0,0.2,15,-3
CCCNC(=S)N1CCN(c2nc(-c3cccc(OC)c3)cs2)CC1,1.6,0,-1,3.6,26,17,5.1,-7,-14
Cc1ccc(OCC(=O)N/N=C/c2cccnc2)cc1C,1.0,0,-18,-0.4,-2,-1,3.0,-13,-18
O=c1cc(N2CCc3ccccc32)[nH]c(=O)n1-c1ccc(Cl)cc1,0.5,-10,-10,0.1,-7,14,0.1,-10,1
COc1ccc(C(=O)NC(=S)N2CCCC2)cc1,0.2,0,-2,1.1,-6,12,0.5,-5,0
CC(C)(C)c1ccc(OCCOc2ccc(C(C)(C)C)cc2NC=O)c(NC=O)c1,-0.3,19*,69*,1.0,43,-13,11,7,-15
O=C(O)C1C2C=CC(O2)C1C(=O)NCc1ccc(Cl)cc1 (stereo unspecified),1.3,-11,-13,1.5,4,8,0.5,-4,-5
Cc1cc(C)c2c3c(oc2n1)C(=O)N(c1cccc(Cl)c1)CC(=O)N3,-1.0,10,-3,-1.5,-14,15,0.8,-8,-2
CCCCNC(=O)CCC(=O)N1CCN(C(c2ccccc2)c2ccccc2)CC1,-0.9,-3,-19,-0.8,9,13,1.4,-14,-2
CCCCOc1ccc(C(=O)NCC(=O)NCCOc2ccccc2)cc1,-2.2,·,-17,-1.0,-18,20,0.3,-7,2
Cc1c(C(=O)Nc2nc3ccccc3[nH]2)oc2ccccc12,-2.0,-1,-15,1.0,19,4,1.6,6,-5
COc1ccc(-n2c(-c3ccc(Br)cc3)c[n+]3c2CCc2ccccc2-3)cc1,-0.2,19,10,0.3,-5,20,0.0,0,-3
O=[N+]([O-])c1ccc(-n2nncc2-c2ccccc2)cc1,-1.2,11,0,-0.1,-1,11,0.8,-4,-11
Cc1ccc(C2CC(c3ccccc3)=NN2c2ccc(S(N)(=O)=O)cc2)cc1 (stereo unspecified),·,·,·,·,-3,2,0.0,-10,·
CC(=O)N1CCc2ccc(N)cc21,·,·,·,·,-18,10,-0.5,4,·
Cc1ccc(NC(=O)c2cccs2)cc1NC(=O)c1cccc(F)c1,-2.3,-4,-11,-0.7,-18,-8,0.6,-8,-9
CN(C)c1ccc(Nc2nc(N)c([N+](=O)[O-])c(N3CCOCC3)n2)cc1,0.9,-11,-20,-0.9,54*,-8,4.8,12,-9
Cc1ccccc1OCCC(=O)N(CC(=O)Nc1ccccc1C(F)(F)F)Cc1ccco1,-1.7,·,-20,-1.2,16,-2,0.5,1,-6
CCOc1ccc(S(=O)(=O)N2CCC(C(=O)OC(C)C(=O)N3CCOCC3)CC2)cc1 (stereo unspecified),-1.7,·,-3,-0.9,-25,2,0.1,-11,6
O=C(Nc1cccc(C(F)(F)F)c1)c1cccnc1NCCc1ccccc1,0.0,-16,-16,-1.1,11,20,1.2,-10,-2

# Later entries:
SMILES,OXTR agonist,GPR7 antagonist,CHO parental Ca,V1R ag counter,TAAR1 antagonist,M1 PAM parental,M1 ag parental,CHO-K1 Ca antag,OXTR potentiate
Cc1cccc2nc(CSc3nnc4ccccn34)cn12,0.6,-6,0,0.3,7,17,0.5,-8,2
Cc1ccc(NS(=O)(=O)c2ccc(Br)s2)cc1S(=O)(=O)N1CCOCC1,0.2,-1,-5,4.2,26,10,0.8,-3,-6
COCCCn1c(=O)c2ccccc2c2ccccc2c1=O,-2.3,1,-17,-1.2,4,10,0.5,-10,-8
Cc1ccc(/C=N/N=C2/NC(=O)C(CC(=O)N3CCOCC3)S2)cc1 (stereo unspecified),-0.4,-4,-5,-0.4,-5,8,-0.6,-12,12
C[C@@]12C(=O)N(c3cccc(Cl)c3)C(=O)N1[C@H](c1ccc(Cl)cc1)[C@@H]1C(=O)N(C3CCCCC3)C(=O)[C@@H]12,1.3,·,-38,0.8,2,-8,0.0,2,1
CCc1ccccc1NC(=O)CNC(=O)c1cccc(S(=O)(=O)N2CCN(Cc3ccccc3)CC2)c1,-0.6,·,-16,0.7,14,11,4.6,-9,-7
CCOc1ccc(/C=N/NC(=O)c2ccc3nc[nH]c3c2)cc1OC,·,·,·,·,10,-9,1.5,18,·
COc1cccc(SCc2noc(C(=O)NCCCN3CCOCC3)c2C(=O)NCCCN2CCOCC2)c1,-0.1,·,-12,0.7,5,20,0.9,-21,0
CN1/C(=C\C(=O)CSc2nncn2C)C(C)(C)c2ccccc21,0.2,9,-2,-0.1,-1,12,0.9,-4,0
COc1cccc(NC(=O)CN2C(=O)NC(C)(CC(C)C)C2=O)c1 (stereo unspecified),1.7,-4,-23,0.5,-4,4,0.5,-7,4
O=C(Nc1nccs1)C1CCN(S(=O)(=O)c2ccc(F)cc2)CC1,2.4,7,-1,2.0,-6,9,3.2,-19,0
COc1cccc(C(=O)c2c[nH]c(C(=O)NCc3cccs3)c2)c1,-1.5,-9,-4,0.5,5,8,2.4,7,-2
CN1CCN(C(=O)CCc2nc3ccccc3n2-c2ccccc2)CC1,0.5,-8,-6,0.7,-11,22,0.4,-11,-1
Cc1nc(SCC(=O)c2ccccc2)c([N+](=O)[O-])[nH]1,0.8,-7,-1,-0.3,8,11,0.4,0,-4
Cc1ccc(NS(=O)(=O)c2ccc(NC(=O)c3cccc(NC(=O)C(C)C)c3)cc2)cc1,2.4,0,67*,4.6,53*,8,1.7,-1,-9

# This is a random part of the collection; overall some 3.5% were active at least once.
